# Compound activity from PubChem BioAssay.
# BaF3 tox: counter-screen for JAK2V617F inhibitors: parental Ba/F3 viability inhibitors. 1.1% of 220,000 active. AID 1486. CellTiter-Glo ATP luminescence. inhibition, % at 5.6 µM;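 active means inhibition above a per-campaign cutoff, the mean inhibition of all tested compounds plus 3 SD, cut at about 27% in these data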;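 further: 0% = DMSO wells and 100% = JAK Inhibitor I control wells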
# PPC-1+TRAIL kill: compounds killing PPC-1 cancer cells with TRAIL present (potentiator screen, no TRAIL-free arm) | AID 1443 | 0.41% of 220,000 active | PPC-1 cells + TRAIL, ATPLite viability luminescence | cell killing (% activity), % at 4 µM;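 active means cell killing above 50% in the first pass at 4 µM, then a duplicate retest at 5 µM averaging 50% or more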;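 further: plate controls were cells with TRAIL plus DMSO for no effect and medium-only wells lacking cells for full effect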
# TRPML3 ag: human mucolipin-3 channel agonism; Q8TDD5; AID 1448; activation, % at 3 µM; 0.29% of 220,000 active; HEK293 TRPML3-YFP, Fluo-8 calcium fluorescence; 100% = the carbachol control signal;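 active means activation above its plate's cutoff, the mean activation of the plate's test wells plus 3 SD, cut at about 12% in these data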;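 further: 0% = DMSO only wells and 100% = carbachol wells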
# Target sequence (Q8TDD5 whole entry, looked up): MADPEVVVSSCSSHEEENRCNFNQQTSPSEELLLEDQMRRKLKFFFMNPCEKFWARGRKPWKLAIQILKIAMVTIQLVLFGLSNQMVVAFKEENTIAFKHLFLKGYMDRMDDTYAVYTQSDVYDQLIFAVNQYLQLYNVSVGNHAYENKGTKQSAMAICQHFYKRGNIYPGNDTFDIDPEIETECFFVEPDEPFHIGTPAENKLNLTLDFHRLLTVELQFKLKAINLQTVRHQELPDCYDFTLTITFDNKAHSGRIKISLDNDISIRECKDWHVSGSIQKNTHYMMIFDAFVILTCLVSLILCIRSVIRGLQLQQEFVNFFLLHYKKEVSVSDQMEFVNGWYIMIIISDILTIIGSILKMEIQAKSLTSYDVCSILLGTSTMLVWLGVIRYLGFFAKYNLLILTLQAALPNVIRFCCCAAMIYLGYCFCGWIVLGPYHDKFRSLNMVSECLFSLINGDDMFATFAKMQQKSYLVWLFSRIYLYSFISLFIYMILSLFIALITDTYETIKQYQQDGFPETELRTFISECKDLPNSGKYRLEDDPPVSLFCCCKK
#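 system = HEK293 cells stably carrying human TRPML3-YFP | doses = one concentration, 3 µM nominal, 0.3% DMSO | timing = dye loading 1 h 37 °C then 30 min ambient, 125 s read | detection = Fluo-8 calcium dye fluorescence, ex 470-495, em 515-575 nm | benchmarks = high control carbachol 87 µM, low control DMSO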
# zfTRPN1 agonist: zebrafish TRPN1 (NompC) channel agonism. HEK293 zebrafish TRPN1-YFP, Fluo-8 calcium fluorescence; 100% = response to 87 µM carbachol. activation, % at 3 µM. 0.18% of 220,000 active;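 active means activation above its plate's cutoff, the mean activation of test wells on that plate plus 3 SD, cut at about 19% in these data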;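 further: 0% = DMSO alone and 100% = 87 µM carbachol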
#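 Control set: carbachol 87 µM as high control, DMSO as low control; system: HEK293 stable line with zebrafish TRPN1-YFP; read-out: % activation versus carbachol response; detection: intracellular calcium fluorescence with Fluo-8; doses: single test compound dose, 3 µM nominal, 0.3% DMSO; schedule: dye 1 h 37 °C plus 30 min RT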
# Wee1 stabilizer: human Wee1 degradation inhibition, primary screen; P30291; reporter increase, % at 5 µM; 1.2% of 220,000 active; HeLa Luc-Wee1K328M stability, luciferase luminescence; 100% = proteasome inhibitor MG132 effect;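 active means activation above the mean of all tested compounds plus 3 SD, set per screening run, cut at about 8.8% in these data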;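 further: cells exposed to compound for 20 h before luminescence read; 0% = DMSO alone and 100% = MG132 at 30 µM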
# CHOP inhibitor: inhibitors of CHOP induction in ER stress response; CHO-K1 CHOP-promoter luciferase, tunicamycin-induced, 15-18 h; inhibition, % at 10 µM; 3.8% of 220,000 active; AID 2732;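 active means compounds that reduced the stress-induced luciferase reporter signal by more than about 70% of percent inhibition, limit read from the data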;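 further: 0% = tunicamycin plus vehicle and 100% = wells without tunicamycin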
# RBBP9 inhibitor: inhibitors of human serine hydrolase RBBP9 | 0.2% of 220,000 active | AID 1515 | O75884 | recombinant RBBP9, FP-Rh probe fluorescence polarization | inhibition, % at 7.94 µM;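 active means inhibition above the campaign mean of all tested compounds plus 3 SD, cut at about 14% in these data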;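 further: plate controls were DMSO wells with RBBP9 for no effect and wells lacking RBBP9 protein for full effect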
# Target sequence (O75884 whole entry, looked up): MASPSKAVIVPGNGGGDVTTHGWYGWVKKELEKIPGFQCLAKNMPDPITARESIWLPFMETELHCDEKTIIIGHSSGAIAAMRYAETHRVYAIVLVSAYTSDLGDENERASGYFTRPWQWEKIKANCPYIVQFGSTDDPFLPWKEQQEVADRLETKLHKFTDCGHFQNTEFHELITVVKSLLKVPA
#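 Test system: recombinant human RBBP9. Quantity: 2.5 µM RBBP9 dispensing solution, before mixing. Detection: FP readout at 525/598 nm. Reagent: Serine-hydrolase probe FP-Rh, 375 nM pre-mixing. Measure: % inhibition. Control set: DMSO-treated enzyme wells and wells lacking RBBP9. Buffer or medium: Tris-NaCl-Pluronic buffer, pH 8.0. Times: preincubation 30 min plus labeling 45 min at 25 °C.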
# Ba/F3 V617F tox: lowers viability of Ba/F3 cells expressing EpoR and JAK2V617F. ATP luminescence. inhibition, % at 5.6 µM. 1.1% of 220,000 active. AID 1446;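 active means inhibition above the campaign mean plus 3 SD over all tested compounds, cut at about 24% in these data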;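 further: cytokine-independent growth of Ba/F3 cells driven by EpoR plus mutant JAK2; 0% = DMSO-treated cells and 100% = JAK inhibitor I control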
# TNF death inh: blocks TNF-alpha induced death of Jurkat FADD-/- cells; Jurkat FADD-/- TNF necroptosis rescue, ATP luminescence, 24 h; 0 = TNF only, 100 = no-TNF cells; activation (protection from cell death), % at 10 µM; 0.068% of 220,000 active; AID 463075;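 active means activation, meaning protection from cell death, of at least 50% relative to plate controls; inactive means activation below 50%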;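 further: necroptosis triggered by 40 ng/mL TNF-alpha added together with compound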
# Numbers without * were called inactive; / = no result given; & = joins results of further samples; [ ] = another dose, or the depositor's remark.
canonical_smiles	BaF3 tox	PPC-1+TRAIL kill	TRPML3 ag	zfTRPN1 agonist	Wee1 stabilizer	CHOP inhibitor	RBBP9 inhibitor	Ba/F3 V617F tox	TNF death inh
O=C(c1ccco1)N(c1ccccn1)c1ccccn1	4.4	12.8	-0.1	-0.2	-2.6	11.4	-1.2	-2.0	0.0
COc1ccc(S(=O)(=O)NC(N)=NCCc2ccc(OC)c(OC)c2)cc1C	8.7	2.9	0.8	-0.2	1.5	0.5	-5.5	-0.4	-0.1
Fc1ccc(OCCOCCNCC2CCCO2)cc1 (stereo not given)	2.2	15.0	-0.4	-0.4	-1.1	7.8	-1.6	-3.3	-0.9
CC1=NN(c2ccc([N+](=O)[O-])cc2)C(c2ccccc2)C1 (stereo not given)	4.4	9.1	0.4	0.0	3.1	13.5	-7.3	-4.6	-0.7
Cc1nn(-c2ccccc2)cc1C(c1c(N)[nH]c(=S)[nH]c1=O)c1c(N)[nH]c(=S)[nH]c1=O	-1.0	9.6	0.7	-0.4	1.5	1.4	1.9	-3.5	1.0
C=C(C)CNC(=S)N/N=C/c1ccc([N+](=O)[O-])cc1	9.8	-11.0	0.4	-0.7	1.2	10.2	-6.0	0.7	-0.3
Cc1ccc(CCCOC(=O)C[N+]2(C)CCOCC2)cc1	0.6	9.3	-0.1	-0.5	-3.9	14.1	0.3	-3.2	-0.1
Cc1cc(Cl)cc2c1NC(=O)[C@]21[C@@H]2C(=O)N(Cc3ccccc3)C(=O)[C@@H]2[C@@H]2CCCN21	5.5	-3.4	0.7	3.2	2.5	61.2&13.5	-8.4	-0.3	-2.3
Cc1nn(-c2ccccc2)c(N2CCCC2)c1/C=N/n1cnc2scc(-c3ccccc3)c2c1=O	4.5	28.5	-0.1	0.5	-1.5	33.5	7.5	-2.8	-13.2
COc1ccc2nc(SCC(=O)/C(C#N)=C(\C)N)[nH]c2c1	-0.1	-13.2	-0.3	0.7	2.1	-22.8	-12.9	-1.3	-0.2
Cc1ccsc1S(=O)(=O)N1CCCC(CCC(=O)NCc2ccccc2F)C1 (stereo not given)	4.0	-2.9	-0.5	0.3	1.0	6.5	-10.1	1.0	1.4
Cc1ccc(C(=O)Nc2ccc(C(=O)O)cc2)cc1S(=O)(=O)NCc1ccccc1	4.2	-18.6	0.7	1.3	-0.4	8.1	-9.1	-1.6	0.0
Cc1nc(-c2ccc3c(c2)OCCCO3)cs1	5.9	7.8	0.5	0.8	1.3	-10.2	-3.1	4.0	-3.0
CCCCn1c(SCC(=O)NCCc2ccc(OC)c(OC)c2)nc2c1c(=O)n(C)c(=O)n2C	1.2	13.0	1.0	0.7	-1.1	12.7	-0.9	-0.3	-1.7
CCc1nnc(NC(=O)c2ccc(S(=O)(=O)N3CCN(Cc4ccccc4)CC3)cc2)s1	2.6	7.9	1.4	0.8	-1.3	97.1*	-6.0	3.5	1.3
O=S(=O)(c1cccc2cccnc12)N1CCN(c2ccccn2)CC1	0.8	-3.6	0.6	-0.5	-0.1	-12.5	-6.7	-2.4	-0.5
COc1ccc(NS(=O)(=O)c2cccc(C(=O)N/N=C/c3ccc4c(c3)OCCO4)c2)cc1	7.8	13.8	0.6	1.0	-0.9	1.9	-7.6	2.5	0.7
CCOC(=O)c1c(CSc2ccccc2)n(C)c2cc(Br)c(O)c(CN(C)C)c12	-2.7	-0.2	0.7	-1.5	1.3	-3.0	-2.4	-0.2	6.5
Cc1ccc(N2C(=O)SC(N(CC(=O)O)c3ccc(C)cc3)C2=O)cc1 (stereo not given)	-2.1	12.7	0.6	0.6	3.9	11.8	-5.7	-0.4	0.4
CC(C)c1cccc(C(C)C)c1NC(=O)COC(=O)c1ccc2c(c1)S(=O)(=O)c1ccccc1C2=O	8.4	15.2	0.1	0.9	0.5	16.0	-8.2	1.3	0.6
COC(=O)c1cccc(NC(=O)c2cccs2)c1C	4.8	15.1	0.4	-1.6	-1.5	24.6	10.3	-3.3	-0.3
CC(C)c1ccc(/C=N/NC(=O)c2c(Cl)cnn2C)cc1	3.3	42.1	0.6	0.9	1.0	0.4	-2.7	-1.5	0.8
CCOC(=O)c1cnn(-c2nc(CC)nc3sc4c(c23)CCC4)c1N	1.1	2.8	0.0	1.4	-2.1	-9.2	-2.3	-1.2	1.2
Cn1nc(-c2ccc(Cl)cc2)c2cc(C(=O)N3CCCC3)sc21	8.6	16.7	-0.5	-1.1	-2.8	30.4	-2.2	1.3	-5.0
Cn1cnc(NCc2ccccc2)c1[N+](=O)[O-]	-5.1	2.1	0.2	1.6	-1.4	12.8	-1.4	-2.1	4.6
Cc1ccccc1Nc1nnc(SCC2CCCCO2)s1 (stereo not given)	2.1	39.8	-0.2	0.7	3.4	-9.3	-5.3	-0.9	0.3
CCCCCCCc1nc2nc(C)c(Br)c(=O)n2[nH]1	0.1	19.9	-0.3	0.7	8.6	15.8	-9.4	4.1	-0.9
Cc1ccc(Nc2ncc3c(n2)CC(C)CC3=O)c(C)c1 (stereo not given)	3.7	8.6	0.0	-1.5	-1.0	22.3	9.5	-1.2	2.2
Cc1c(C(=O)N2CC(C)OC(C)C2)sc2nc(-c3ccccc3)cn12 (stereo not given)	10.3	-1.8	1.3	2.3	-1.6	33.5	7.5	-1.1	0.4
Cc1nc2c(nnn2Cc2ccccc2)c(=O)[nH]1	3.5	-4.1	0.7	0.3	-2.5	7.4	-2.3	-4.3	0.7
Cc1nc(NC(=S)Nc2ccccc2)sc1C	0.8	15.7	2.4	3.5	6.0	-68.7	-1.9	-2.2	-2.2
CN1C(=O)CSc2ccc(NC(=O)NCc3ccccc3)cc21	3.5	28.0	0.1	1.1	4.0	12.1	-0.5	2.6	-0.5
Cc1nc(C)c(-c2csc(Nc3ccc(F)cc3)n2)s1	4.9	20.1	0.9	1.7	1.9	-35.5	-3.9	11.1	-0.1
Cc1ccc(NC(=O)C2CC(c3ccc(F)cc3)=NO2)cc1 (stereo not given)	1.8	4.5	-0.4	-0.8	-1.6	5.3	1.8	-1.5	-0.5
COc1ccc2cc(C(c3nnnn3C3CCCC3)N3CCc4ccccc4C3)c(=O)[nH]c2c1 (stereo not given)	-0.6	-24.7	0.7	0.1	-1.0	1.8	-10.5	-3.0	-6.0
Nc1cccc(C(=O)Nc2ccccc2Cl)c1	4.9	15.8	1.1	1.2	-0.2	0.4	3.3	1.4	-3.7
CCOC(=O)c1oc2c(c1C)/C(=N/O)CCC2	7.5	13.4	0.4	-0.6	-0.8	-5.0	-6.7	1.4	-1.7
O=C(CSc1nnc(-c2ccc(F)cc2)n1-c1ccccc1)NCCN1C(=O)CSC1=O	3.6	13.4	-0.4	-0.8	3.8	13.7	-0.2	-2.6	0.8
CCOC(=O)C1=C(Cn2ccc(C(F)(F)F)n2)NC(=O)NC1c1ccc2c(c1)OCO2 (stereo not given)	5.3	-2.6	1.2	0.1	-0.6	54.3	-5.1	-2.8	-1.6
COc1cc(-c2[nH]ncc2CN(C)Cc2nonc2C)cc(OC)c1OC	7.4	18.3	0.1	0.3	-1.7	8.0	3.8	-2.2	-0.7
C=CCN1C(=O)/C(=C2/C(=O)N(CC(=O)O)c3ccccc32)S/C1=N/c1nccs1	0.2	16.9	-0.3	0.8	-0.2	-1.7	7.4	-4.4	-2.5
COC(C)(C)c1cc(C(C)(C)C)nc(N)n1	6.7	-13.6	0.9	-0.6	0.9	14.1	2.1	-1.9	-1.9
CCCOP(=O)(OCCC)C(NC(=O)C(C)(C)C)c1ccccc1 (stereo not given)	5.4	-2.5	-0.4	-0.7	-1.1	3.8	-0.2	-0.8	1.1
CC(=O)NC(Cc1ccc(F)c(F)c1)C(=O)NC1CCN(c2c(Cc3ccccc3)c(C)nc3ncnn23)CC1 (stereo not given)	1.1	/	0.3	1.5	-0.7	-16.8	5.4	-2.2	2.2
CC(C)Oc1ccc(-c2cc(C(=O)NCCN3CCOCC3)c3ccccc3n2)cc1	4.1	48.6	0.3	2.7	5.3	3.6	-0.1	-0.5	-1.2
COc1ccc(C2C(C(=O)C(C)(C)C)=C(O)C(=O)N2Cc2ccccc2)cc1 (stereo not given)	5.5	21.1	0.8	-0.9	1.6	-18.2	-8.6	0.4	0.6
N#CC(c1ccc(Cl)cc1)N1CCOCC1 (stereo not given)	0.3	21.1	0.6	0.4	-4.3	6.2	-1.3	2.0	0.0
CCOC(=O)c1cnc2ccc(C(=O)OC)cc2c1Nc1ccc(C(=O)O)cc1	2.0	15.3	2.0	-0.4	-5.4	-7.8	6.2	-0.3	2.0
COc1ccc(OCC(=O)Nc2ccccc2OC(F)F)cc1	2.4	7.0	0.1	-1.6	0.6	11.8	-5.5	-4.9	0.8
Clc1cc2c(c(CSc3nc4ccccc4n4cccc34)c1)OCOC2	0.4	0.1	0.9	0.0	-2.3	1.6	-8.0	-1.5	-0.8
CCOc1ccc(NC(=O)COC(=O)CCCc2c[nH]c3ccccc23)cc1	0.0	17.0	-0.4	0.0	0.0	40.5	-6.5	-3.2	-3.0
COc1ccc2oc(C(=O)Nc3nc4ccccc4[nH]3)c(C)c2c1	-0.3	58.6*[5 µM]	1.6	2.2	4.3	17.6	-6.2	-2.2	-1.5
NC(=O)C1(N2CCCCC2)CCN(c2ccc3nnc(-c4ccccc4)n3n2)CC1	4.5	-1.4	-0.1	-0.7	-0.9	10.3	-8.7	-2.8	-3.5
CCC(=O)NC(NC(=S)Nc1ccccc1Br)C(Cl)(Cl)Cl (stereo not given)	4.3	3.5	0.6	-0.5	-2.3	-21.8	-10.7	-2.5	1.2
CCCC(=O)Nc1nc2n(n1)C(c1ccccc1)CC(=O)N2 (stereo not given)	-1.7	21.2	-0.2	-0.3	0.2	36.4	1.3	-0.7	-1.1
Cc1cc2oc(=O)c3c(c2cc1OCc1nn[nH]n1)CCCC3	3.3	-1.6	0.3	0.3	-0.4	-0.9	-11.8	-0.6	-1.1
CCC(CC)NC(=O)c1cccc([N+](=O)[O-])c1C	4.0	21.6	-0.4	4.6	2.3	-24.3	-6.7	4.2	0.6
O=C(Cc1noc2ccccc12)Nc1ccc2ccccc2c1	1.4	6.2	-0.2	-0.7	1.6	13.9	-5.4	-1.6	3.2
